HEK293 viab – counter-screen for SNCA expression inhibitors: cell viability | HEK-293-SNCA-luc viability, GF-AFC fluorescence, 24 h | 0.12% of 150,000 active | Potency, µM (doses to about 57.1 µM), for the others: top-dose activity change, negative = cytotoxicity, hits mostly cytotoxic;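 also: potency is read from the fitted curve at half-maximal effect; 0% = DMSO-treated cells and -100% = medium-only wells without cells; nearly all actives have a fitted effect of over 30% in size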
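HEK-293-SNCA-luc cells (1500/well) plated 24 h, then exposed 24 h to a dilution series; GF-AFC added 30 min at 37C, fluorescence 405/540 nm; normalised to medium-only and DMSO wells, Hill fit.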
FLuc inh – inhibitors of firefly (Photinus pyralis) luciferase. P08659. purified P. pyralis luciferase, luminescence, biochemical. Potency, µM (titrated, usually from 115 µM), for the others: at the top dose activity change, negative = inhibition, usual class: inhibitors. 2.5% of 76,000 active. AID 1347043; also: potency is read from the fitted curve at half-maximal effect; nearly all actives have a fitted effect of over 65% in size
Target sequence (P08659 whole entry, looked up): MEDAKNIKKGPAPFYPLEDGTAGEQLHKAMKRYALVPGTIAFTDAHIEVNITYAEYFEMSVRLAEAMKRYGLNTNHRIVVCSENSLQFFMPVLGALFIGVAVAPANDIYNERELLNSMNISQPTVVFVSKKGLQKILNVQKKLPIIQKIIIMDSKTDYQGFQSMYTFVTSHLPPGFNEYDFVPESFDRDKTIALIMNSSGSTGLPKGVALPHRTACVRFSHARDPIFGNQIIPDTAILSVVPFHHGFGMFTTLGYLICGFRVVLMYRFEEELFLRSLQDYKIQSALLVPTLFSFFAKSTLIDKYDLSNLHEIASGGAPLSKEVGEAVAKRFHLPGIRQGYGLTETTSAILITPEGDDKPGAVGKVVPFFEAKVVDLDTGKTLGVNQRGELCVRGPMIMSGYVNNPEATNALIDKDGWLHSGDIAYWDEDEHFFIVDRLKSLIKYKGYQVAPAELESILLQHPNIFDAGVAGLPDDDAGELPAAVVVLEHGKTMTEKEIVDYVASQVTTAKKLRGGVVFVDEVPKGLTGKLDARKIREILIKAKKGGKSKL
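FLuc 10nM, D-luciferin 10uM, ATP 10uM, Mg acetate 10mM, Tris acetate pH 7.5, Tween/BSA; cpd qHTS; enzyme added last; CCD luminescence.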
3T3 cytotox – kills NIH 3T3 cells. AID 1345082. NIH 3T3 viability, CellTiter-Glo ATP luminescence, 48-72 h. Potency, µM (highest dose often 96.7 µM), for inactives: at the highest dose activity change, negative = cytotoxicity, actives largely listed as inhibitors. 4.3% of 94,000 active; also: potency is read from the fitted curve at half-maximal effect; nearly all actives have a fitted effect of over 55% in size
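Cytotoxicity was measured by CellTiter-Glo ATP luminescence after 48 or 72 h compound exposure at 37 °C. Mouse NIH 3T3 fibroblasts were seeded at 400 cells/well and dosed by 23 nL pin transfer.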
SNCA expr inh – SNCA gene expression inhibition. AID 1671194. 0.17% of 140,000 active. HEK-293 SNCA-luciferase knock-in, luminescence, 24 h. Potency, µM (top dose mostly 57.2 µM), inactives show top-dose activity change, negative = inhibition, usual class: inhibitors;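 also: potency is read from the fitted curve at half-maximal effect; plate controls were DMSO cells for no effect and cell-free wells for full effect; nearly all actives have a fitted effect of over 45% in size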
HEK cytotox – kills HEK 293 cells | HEK 293 viability, ATP luminescence (CellTiter-Glo), 48-72 h | Potency, µM (top dose mostly 115 µM), for the others: top-dose activity change, negative = cytotoxicity, usual class: inhibitors | 6.6% of 94,000 active | AID 1345083; also: potency is read from the fitted curve at half-maximal effect; nearly all actives have a fitted effect of over 60% in size
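HEK 293 seeded at 250 cells/well receive compound via pintool. After 48 or 72 hr at 37 degree Celsius, 5% CO2 and 95% humidity, CellTiter-Glo is dispensed and luminescence read following 10 min at room temperature.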
IP6K1 inhibitor – IP6K1 kinase inhibition; Q92551; IP6K1 kinase, ADP-Glo luminescence, 2 h; hits give low values; activity change, % (series mostly up to about 58 µM); 0.81% of 140,000 active; in the data active = activity change below about -25%
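ADP-Glo luminescence measures ADP made by human IP6K1 during a 2 h RT reaction with ATP/IP6 (mix at 1.3 mM/130 uM); top library doses 57.5 and 19.1 uM final.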
GPT2 inh – GPT2 alanine aminotransferase inhibition | Q8TD30 | Recombinant GPT2, coupled pyruvate oxidase/HRP Amplex Red fluorescence | Potency, µM (highest dose often 57.7 µM), for the others: top-dose activity change, negative = inhibition, hits mostly inhibitors | 0.25% of 100,000 active; also: potency is read from the fitted curve at half-maximal effect; nearly all actives have a fitted effect of over 60% in size; many of its hits are not listed in these tables
Target sequence (Q8TD30 whole entry, looked up): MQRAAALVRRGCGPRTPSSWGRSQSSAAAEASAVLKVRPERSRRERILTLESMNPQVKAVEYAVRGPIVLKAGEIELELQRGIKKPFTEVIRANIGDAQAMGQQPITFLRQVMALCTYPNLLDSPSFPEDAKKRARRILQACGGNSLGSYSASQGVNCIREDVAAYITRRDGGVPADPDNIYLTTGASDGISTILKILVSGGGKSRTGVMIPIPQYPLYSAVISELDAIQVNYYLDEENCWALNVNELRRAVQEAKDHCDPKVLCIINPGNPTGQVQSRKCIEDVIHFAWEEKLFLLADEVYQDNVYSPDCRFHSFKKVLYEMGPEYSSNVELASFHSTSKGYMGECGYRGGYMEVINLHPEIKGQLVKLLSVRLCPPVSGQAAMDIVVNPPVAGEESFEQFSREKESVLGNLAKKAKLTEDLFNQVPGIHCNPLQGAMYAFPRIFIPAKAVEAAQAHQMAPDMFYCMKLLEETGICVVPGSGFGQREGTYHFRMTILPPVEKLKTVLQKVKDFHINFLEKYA
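Fluorescence of coupled pyruvate oxidase/HRP/Amplex Red system (50uM Amplex, 30 min, dark) reports pyruvate formed by GPT2. Enzyme reaction: 10ng/uL GPT2, 2mM L-alanine, 250uM a-KG, 30 min room temperature, pH 7.5; 50uM AOA control.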
An asterisk follows results filed as active; i = inactive; ? = inconclusive; nt = not tested or not shown; & = joins results of further samples; ! = not active in a repeat; [ ] = another dose, or the depositor's remark. Unless noted, calls follow the shape of the dose curve; as a rule, active = well fitted curve in the direction sought with a large enough effect; inconclusive = small, poorly fitted or top-dose-only effect, or another doubt; inactive = no such curve, though single readings can be large; an effect the other way counts as inactive or inconclusive. Unless noted, % is scaled to controls: 0 for no effect and ±100 for the full control effect. The list is partial; the hit share may differ from the screen's.

SMILES	HEK293 viab	FLuc inh	3T3 cytotox	SNCA expr inh	HEK cytotox	IP6K1 inhibitor	GPT2 inh
CN(C)c1ccc(CN2CCc3nc(C4CC4)nc(-c4ccc(O)cc4)c3CC2)cc1	3%	3%	?	5%	?	11	i
CCC1Oc2ccc(NC(=O)c3ccccc3F)cc2CN(Cc2ccc(OC)cc2)C1=O (stereo not given)	-1%	-6%	?	-13%	?	-3	3%
O=C(O)COCC(=O)N1CC[C@@H]2[C@H]1C(=O)N(c1ccc(F)c(Cl)c1)C(=O)N2Cc1ccccc1	-5%	-17%	-19%	40%[activator]	-9%	0	i
COC(=O)CCN(C(=O)c1c(C)oc2ncnc(N3CCOCC3)c12)c1ccccc1	10%	nt	nt	-8%	nt	25	nt
COCCO[C@H]1C(=O)N(C2CCN(C(=O)NC(C)(C)C)CC2)[C@H]1c1ccncc1	-11%	-2%	-6%	-18%	i	32	i
O=C(Cc1ccc(N(Cc2ccc(F)cc2)C(=O)c2ccco2)cc1)N1CCOCC1	11%	-11%	-30%	-4%	-13%	37	i
CCC(C)NC(=O)c1ccc(-c2ccc(N3CCSCC3)nc2)cc1 (stereo not given)	0%	?	-5%	10%	-3%	1	-2%
C[C@H]1[C@H](C)C[C@@H](C(=O)O)C2CC[C@]3(C)C(=CC[C@@H]4[C@@]5(C)CC[C@H](O)C(C)(C)[C@@H]5CC[C@]43C)[C@@H]21 (stereo not given in full)	-9%	nt	nt	nt	nt	5	-3%
COc1cccc(CNC(=O)C2CCCN2C(=O)c2cccc(-c3cccc(OC)c3)c2)c1 (stereo not given)	?	nt	?	-8%	?	0	5%
COc1ccc(-n2c(CC3C(=O)N(C)c4ccc(C)cc43)nc3ccccc3c2=O)cc1 (stereo not given)	?	nt	nt	5%	nt	7	nt
CN1CC2(CCN(Cc3ccc4cc[nH]c4c3)CC2)CC1C(=O)N1CCOCC1 (stereo not given)	-6%	6%	-14%	4%	-10%	-7	-19%
COc1nc2c(cc1CNC(=O)Cn1ccc(C)n1)C(=O)N(C1CCCC1)C2	3%	7%	?	2%	-14%	-18	-8%[11.5 µM]
CC(c1cccs1)N(C)Cc1ccccc1F (stereo not given)	13%[87.6 µM]	6%[172 µM]	2%[138 µM]	2%[87.6 µM]	-20%[172 µM]	2	i
O=C(COc1ccc(Br)cc1)Nc1cccc2cccnc12	12%	nt	nt	16%	nt	-15	nt
COc1ccc(-c2cc3nc4c(c(=O)n3[nH]2)CN(C(=O)c2cc(CN3CCOCC3)on2)CC4)cc1	-5%	?	?	?	?	5	?
O=C(CCn1cccn1)N1CC(F)(F)C[C@H]1c1nc(C2CC2)no1	2%	4%	-3%	24%	-6%	-2	-7%
COc1ccc(CN2C(=O)COC[C@H]2C(=O)N2CCSCC2)c(OC)c1	5%	1%	-9%	-24%	-22%	6	i
COc1ccc(OCc2ccc(-c3nc(C#N)c(NCc4ccc(F)cc4)o3)o2)cc1	-19%	nt	nt	?	nt	-5	nt
COc1ccc(CNC(=O)c2cc3c(s2)CCN(C(C)=O)C3)cc1	14%	?	-22%	97%[activator]	-11%	1	-6%
CC(C)c1ccc(NC(=O)c2ccc(CN3C(=O)NC4(CCOCC4)C3=O)cc2)cc1	2%	2µM*	40µM*	86%[activator]	?	17	5%

A second format for part of the listing above.
Structure | HEK293 viab | FLuc inh | 3T3 cytotox | SNCA expr inh | HEK cytotox | IP6K1 inhibitor | GPT2 inh
COc1ccc(CN2C(=O)COC[C@H]2C(=O)N2CCSCC2)c(OC)c1 | 5% | 1% | -9% | -24% | -22% | 6 | i
O=C(COc1ccc(Br)cc1)Nc1cccc2cccnc12 | 12% | nt | nt | 16% | nt | -15 | nt
COc1ccc(OCc2ccc(-c3nc(C#N)c(NCc4ccc(F)cc4)o3)o2)cc1 | -19% | nt | nt | ? | nt | -5 | nt
COC(=O)CCN(C(=O)c1c(C)oc2ncnc(N3CCOCC3)c12)c1ccccc1 | 10% | nt | nt | -8% | nt | 25 | nt

Later entries.
SMILES	HEK293 viab	FLuc inh	3T3 cytotox	SNCA expr inh	HEK cytotox	IP6K1 inhibitor	GPT2 inh
O=S(=O)(c1ccc(F)cc1)N1CCC(n2cnnc2C2CC2)CC1	10%	15%	-10%	18%	0%	-3	i
CC(=O)OC[C@H]1O[C@@H](n2ncc(=O)[nH]c2=O)[C@H](OC(C)=O)[C@@H]1OC(C)=O	11%[23.9 µM]	nt	nt	-31%[25.6 µM]	nt	-18	2%
CNC(=O)C1CCN(C(=O)N2CC3CC(C2)[C@H]2CCCC(=O)N2C3)CC1 (stereo not given in full)	-5%	-3%	-19%	-10%	-5%	10	-23%
COCCCNc1ccnc(-c2nnc(C)n2-c2ccccc2)c1	-5%[87.6 µM]	-1%[172 µM]	100µM*	-9%[87.6 µM]	-10%[172 µM]	19	-27%[88.5 µM]
COc1ccc(OC)c(-c2noc(N3CCN(c4ccc(Cl)cc4)CC3)n2)c1	-2%	nt	nt	2%	nt	10	nt
O=C1C[C@@H]2CCN(C(=O)Nc3ccc(OC(F)(F)F)cc3)C[C@@H]2CCN1CCN1CCNC1=O	-11%	-3%	1%	24%	i	16	1%
CN(Cc1ccccc1)c1ncccc1CNC1CCSCC1	-8%	-1%	-1%	7%	-1%	11	2%
COCC(=O)N1CCC2(CC1)OC(=O)N(Cc1ccc(O)cc1)C2(C)c1ccccc1 (stereo not given)	0%[87.6 µM]	-1%[172 µM]	?	10%[87.6 µM]	i	-16	1%[88.5 µM]
O=C(c1ccco1)N1CCCC1c1nc(C2CCOCC2)no1 (stereo not given)	-2%	8%	2%	?	6%	5	i
CO[C@@H]1CCOC[C@H]1NS(=O)(=O)c1ccc(S(C)(=O)=O)cc1	?	-1%	i	-19%	i	23	-23%[11.5 µM]
O=C(Nc1ccc(F)cc1)C1CC(=O)N(c2n[nH]c3cccc(F)c23)C1 (stereo not given)	-5%	-2%	?	-15%	-13%	-17	i
CCCNc1ccc2nnc(CC)n2n1	9%	-7%	-17%	48%[activator]	-1%	-1	-7%
O=C(c1ccc2[nH]ccc2c1)N1CCC(Cn2cc(C3CCCC3)nn2)CC1	-24%	?	?	48%[activator]	?	2	-12%
Cc1cc(F)ccc1NC(=O)C(C(C)C)N1Cc2ccccc2C1=O (stereo not given)	-2%	nt	nt	18%	nt	4	nt
CCOC(=O)C1=C(CN2CCN(c3ccccc3OC)CC2)NC(=O)NC1c1ccccc1 (stereo not given)	-28%	nt	nt	?	nt	17	nt
CCCOCC(=O)N1CCCC(c2cc(N3CCOCC3)nc(C)n2)C1 (stereo not given)	-1%	10%	0%	0%	-10%	-7	4%
COc1cccc(CN2CCOC3(CCN(Cc4cccc(Cl)c4)CC3)C2=O)c1	-23%[87.6 µM]	4%[172 µM]	?	-29%[87.6 µM]	79µM*	12	i
COc1cccc(CC(=O)N[C@@H]2CN(c3ncccn3)C[C@H]2CO)c1	-5%	-8%	i	-20%	-6%	6	i
COCCN1C[C@H]2CN(Cc3ncc[nH]3)CCN2C1=O	0%[87.6 µM]	2%[230 µM]	0%[230 µM]	0%[87.6 µM]	-4%[230 µM]	7	3%[88.5 µM]
CN1[C@@H](CCC(=O)NCc2ccc(F)cc2)CNC(=O)[C@@H]2[C@H]1CCN2Cc1ccc(O)cc1	5%	-5%	-4%	?	-5%	-4	i
Cc1cnc(C(=O)N[C@@H]2CCC[C@@H]2C(=O)NCc2ccc(C(C)C)cc2)cn1	0%	0%	i	3%	-4%	13	0%
COCCNc1ncnc2c1CN(C1CCNC1)C(=O)CN2C (stereo not given)	15%	nt	1%	-3%	-3%	-5	-1%
COc1cc(NC(=O)CN2C(=O)COc3ccc(S(=O)(=O)N4CCCCC4)cc32)cc(OC)c1	?	nt	nt	-12%	nt	-6	nt
Cc1nc([C@@H]2CN(C(=O)c3ccc4ncccc4c3)C[C@H]2C(N)=O)n[nH]1	4%	3%	1%	13%	-2%	5	i
COc1ccccc1C(=O)N1CCN(c2ccc3nnc(-c4ccccc4)n3n2)CC1	nt	nt	?	nt	?	6	nt
COc1cccc(-c2nn(C)c3sc(C(=O)NCc4cc(OC)ccc4OC)cc23)c1	-5%	nt	nt	-15%	nt	34	nt
CC(C)N1CCN(C2CCOC3(CCN(C(=O)Cc4cccc(F)c4)CC3)C2)CC1 (stereo not given)	-1%	5%	-10%	27%	-13%	-15	i
Cc1ncccc1C(=O)N1CCC(N2C(=O)C3(CCCC3)C2c2scnc2C)CC1 (stereo not given)	2%[12.5 µM]	7%	-15%	?	3%	3	i
CN1CC(=O)N(C2CCCNCC2)Cc2c1ncnc2N1CCN(Cc2ccccc2)CC1 (stereo not given)	6%	nt	i	13%	i	3	-16%
CNC(=O)c1cc(C2CC2)nc2onc(C3CCCN3C(=O)NC3CCCC3)c12 (stereo not given)	nt	nt	-14%	nt	i	8	nt
Cc1cc(C)cc(-c2ccc(CN3CCCC3C(=O)NCc3ccc(F)cc3)cc2)c1 (stereo not given)	-11%	nt	?	-16%	?	-1	4%
COc1nccnc1NC1CCN(C(=O)c2ccccc2)CC1	3%	19%	-3%	-6%	-2%	-5	i
O=C(Nc1ccc(Cl)cc1)N1CCC2(C1)C(=O)N(CCc1ccccc1)c1ccccc12 (stereo not given)	-28%&-20%	-14%&-12%	?	?	32µM*!	10&17	2%
CCNC(=O)C1(CCO)CCN(c2ncccn2)C1 (stereo not given)	4%	-15%	-17%	1%	-4%	12	i
Cc1cccc(N2CCN(c3nc4ccccc4c4nnc(C)n34)CC2)c1C	9%	nt	nt	?	nt	26	nt
COc1ccc(NC(=O)Cn2c(-c3ccc(F)cc3)nc(C)cc2=O)cc1	-12%	-4%	-23%	-20%	?	2	i
C[S+](=O)([O-])CCn1ncc2cc(OCc3cccc(-c4ccccc4)c3)ccc21	?	14µM*	?	25%[87.6 µM]	?	-5	-9%[88.5 µM]
CC(C)(C)CN1CCOC[C@H]1c1ncc(-c2ccc(Cl)cc2)[nH]1	1%[87.6 µM]	-3%[172 µM]	89µM*	4%[87.6 µM]	79µM*	-4	-14%[88.5 µM]
CCc1ccc(-c2nc(-c3cc4ccccc4oc3=O)sc2C)cc1	7%	nt	nt	22%	nt	21	nt
COc1ccc(-c2cc(C[C@@H]3CC[C@H](O)[C@@H](CN(C)C)O3)no2)cc1	4%[87.6 µM]	?	-16%[174 µM]	36%[activator][87.6 µM]	-7%[172 µM]	-5	2%[88.5 µM]
CCOc1ccc2nc(NC(=O)c3nc(SCc4ccccc4F)ncc3Cl)sc2c1	3%	nt	nt	-10%	nt	-2	nt
COCC(=O)NC[C@H]1CCN(Cc2cccn2C)C[C@H]1N(C)C	7%[12.5 µM]	1%	-5%	?	-17%	38	-2%
